# UBC13 inh = human UBC13 polyubiquitination inhibition | UBC13 polyubiquitin chain formation, TR-FRET | inhibition, % at 20 µM | actives 0.47% (n = 330,000); in the data active means inhibition above about 45%, passing the limit was not always enough
# Target sequence (P61088 whole entry, looked up): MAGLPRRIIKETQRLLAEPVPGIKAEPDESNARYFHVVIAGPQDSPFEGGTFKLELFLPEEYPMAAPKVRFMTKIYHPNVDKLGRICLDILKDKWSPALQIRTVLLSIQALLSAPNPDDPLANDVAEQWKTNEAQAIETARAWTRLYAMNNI
# EBI2 block = blocks human EBI2 receptor beta-arrestin signaling. actives 0.81% (n = 360,000). EBI2 beta-arrestin recruitment, luminescence, 7a,25-OHC stimulated. inhibition, % at 5 µM. AID 651636; in the data active means inhibition above about 38%;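 further: enzyme fragment complementation signal reports receptor beta-arrestin coupling in cells; 0% = agonist plus DMSO wells and 100% = wells without agonist; some results beyond the cut were filed as inactive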
# APJ antagonist = blocks the human apelin receptor APJ; inhibition, % at 20 µM; P35414; actives 0.32% (n = 330,000); CHO-K1 APJ beta-arrestin complementation, luminescence; AID 2521;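 active means inhibition above about 40% at 20 µM, limit read from the data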;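 further: cells challenged with 10 nM apelin-13 agonist together with compound; plate controls were apelin-13 plus DMSO wells for no effect and DMSO wells lacking apelin-13 for full effect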
# Target sequence (P35414 whole entry, looked up): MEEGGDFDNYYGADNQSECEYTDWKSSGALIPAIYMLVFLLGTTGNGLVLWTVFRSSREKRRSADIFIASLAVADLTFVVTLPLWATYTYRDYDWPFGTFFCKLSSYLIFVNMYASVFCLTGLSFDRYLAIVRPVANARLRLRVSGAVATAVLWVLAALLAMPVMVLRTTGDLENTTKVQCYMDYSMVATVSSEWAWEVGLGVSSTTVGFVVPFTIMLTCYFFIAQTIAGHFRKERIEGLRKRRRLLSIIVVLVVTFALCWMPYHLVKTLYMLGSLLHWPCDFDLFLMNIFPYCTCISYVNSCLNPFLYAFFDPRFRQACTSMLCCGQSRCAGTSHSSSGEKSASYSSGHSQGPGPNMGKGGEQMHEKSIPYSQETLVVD
# Jurkat NFkB inh = lowers PMA/ionomycin-induced NF-kB signal in Jurkat cells. PMA/ionomycin-induced NF-kB luciferase reporter, luminescence. inhibition, % at 4 µM. actives 0.53% (n = 330,000); in the data active means inhibition above about 50%
# CXCR6 inh = inhibitors of human CXCR6 receptor. CHO-K1 PathHunter CXCR6 beta-arrestin, luminescence. O00574. inhibition, % at 20 µM. actives 0.36% (n = 360,000). AID 602244; in the data active means inhibition above about 34%, passing the limit was not always enough;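 further: antagonist mode with CXCL16 agonist at 10 nM final; 0% = 10 nM CXCL16 with DMSO and 100% = unstimulated wells without agonist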
# 697 NFkB inh = inhibitors of the PMA/ionomycin-induced NF-kB reporter in 697 B cells. actives 0.33% (n = 330,000). inhibition, % at 4 µM. 697 B-cell NF-kB luciferase reporter, 16 h. AID 435022; in the data active means inhibition above about 35%
# CCR6 antagonist = antagonists of human CCR6 receptor. P51684. CHO-K1 CCR6 PathHunter beta-arrestin, luminescence, CCL20-stimulated. inhibition, % at 20 µM. actives 0.49% (n = 340,000). AID 493098;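 active means compounds whose inhibition of the agonist-driven luminescence signal at 20 µM reaches about 50%, limit read from the data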;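 further: cells stimulated with CCL20 at 14 nM final; plate controls were DMSO with CCL20 for no effect and DMSO without agonist for full effect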
# Target sequence (P51684 whole entry, looked up): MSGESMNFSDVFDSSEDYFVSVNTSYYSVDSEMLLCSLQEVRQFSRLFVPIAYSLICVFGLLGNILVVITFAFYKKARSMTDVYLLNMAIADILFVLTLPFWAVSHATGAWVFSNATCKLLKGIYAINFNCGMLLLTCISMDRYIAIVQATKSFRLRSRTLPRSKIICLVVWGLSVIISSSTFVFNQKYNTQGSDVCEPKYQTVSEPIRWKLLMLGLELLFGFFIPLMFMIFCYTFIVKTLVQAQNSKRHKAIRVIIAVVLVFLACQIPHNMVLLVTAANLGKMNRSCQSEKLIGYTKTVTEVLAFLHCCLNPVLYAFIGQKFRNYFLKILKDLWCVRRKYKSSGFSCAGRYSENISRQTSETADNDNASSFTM
# Gli-Sufu block = Gli-Sufu pathway antagonism; Sufu-KO-LIGHT fibroblasts, Gli luciferase reporter luminescence; inhibition, % at 5 µM; actives 0.74% (n = 340,000);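 active means inhibition above about 55%, limit read from the data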;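 further: 0% = DMSO-treated cells and 100% = wells with medium but no cells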
# * hit, by the source's call; / = no result given.
# Preview:
molecule	UBC13 inh	EBI2 block	APJ antagonist	Jurkat NFkB inh	CXCR6 inh	697 NFkB inh	CCR6 antagonist	Gli-Sufu block
CC(C)=CCc1c(O)cc2oc3c(CC=C(C)C)c(O)c(O)c(CC=C(C)C)c3c(=O)c2c1O	-46	0	-40	-7	0	-43	9	28
CCCCn1c(SCN2C(=O)c3ccccc3C2=O)nc2cc(S(N)(=O)=O)ccc21	/	-4	/	/	0	/	1	-6
O=C(NC1CC2CCCC(C1)N2C(=S)Nc1ccccc1Cl)C1CC1 (stereo unspecified)	2	-2	13	27	-12	6	-1	-14
C=CCSC(=S)Nc1c(C)n(C)n(-c2ccccc2)c1=O	-4	-7	47*	-12	4	-11	18	0
CCN(CC)C(=O)CNC(=O)Cc1ccc(Cl)cc1	6	-3	5	5	4	-1	1	4
O=C(OCCO)c1cc(Cl)c(C(=O)OCCO)cc1Cl	5	3	2	13	-2	19	12	-3
C[C@H](NC(=O)CCCn1nnc2ccccc2c1=O)C(=O)O	-6	-5	-13	5	-25	4	3	-1
CC(NC(=O)CN1CCN(Cc2ccc(Cl)cc2)C1=O)c1ccc2c(c1)OCCO2 (stereo unspecified)	5	-2	-66	0	30	-6	9	-42
CC1CCC(NC(=O)CSc2nncs2)CC1 (stereo unspecified)	-6	-4	2	11	-2	15	-9	-1
CCn1ncc(C2=NOC(C(=O)Nc3cnn(C45CC6CC(CC(C6)C4)C5)c3)C2)c1C (stereo unspecified)	-1	10	-17	0	4	-24	3	14
CC(=O)Nc1ccc(S(=O)(=O)NNC(=S)NCc2ccco2)cc1	-4	-5	-3	-5	2	4	11	-3
O=C(/C=C/c1cccs1)NC1CC1	-1	-4	0	2	3	1	0	-8

# Results, repeating the preview:
molecule	UBC13 inh	EBI2 block	APJ antagonist	Jurkat NFkB inh	CXCR6 inh	697 NFkB inh	CCR6 antagonist	Gli-Sufu block
CC(C)=CCc1c(O)cc2oc3c(CC=C(C)C)c(O)c(O)c(CC=C(C)C)c3c(=O)c2c1O	-46	0	-40	-7	0	-43	9	28
CCCCn1c(SCN2C(=O)c3ccccc3C2=O)nc2cc(S(N)(=O)=O)ccc21	/	-4	/	/	0	/	1	-6
O=C(NC1CC2CCCC(C1)N2C(=S)Nc1ccccc1Cl)C1CC1 (stereo unspecified)	2	-2	13	27	-12	6	-1	-14
C=CCSC(=S)Nc1c(C)n(C)n(-c2ccccc2)c1=O	-4	-7	47*	-12	4	-11	18	0
CCN(CC)C(=O)CNC(=O)Cc1ccc(Cl)cc1	6	-3	5	5	4	-1	1	4
O=C(OCCO)c1cc(Cl)c(C(=O)OCCO)cc1Cl	5	3	2	13	-2	19	12	-3
C[C@H](NC(=O)CCCn1nnc2ccccc2c1=O)C(=O)O	-6	-5	-13	5	-25	4	3	-1
CC(NC(=O)CN1CCN(Cc2ccc(Cl)cc2)C1=O)c1ccc2c(c1)OCCO2 (stereo unspecified)	5	-2	-66	0	30	-6	9	-42
CC1CCC(NC(=O)CSc2nncs2)CC1 (stereo unspecified)	-6	-4	2	11	-2	15	-9	-1
CCn1ncc(C2=NOC(C(=O)Nc3cnn(C45CC6CC(CC(C6)C4)C5)c3)C2)c1C (stereo unspecified)	-1	10	-17	0	4	-24	3	14
CC(=O)Nc1ccc(S(=O)(=O)NNC(=S)NCc2ccco2)cc1	-4	-5	-3	-5	2	4	11	-3
O=C(/C=C/c1cccs1)NC1CC1	-1	-4	0	2	3	1	0	-8
O=C(CCCC(=O)N(CC(=O)NC1CCCCC1)c1cccc(F)c1)Nc1ccccn1	6	-2	32	6	-4	13	2	-16
CCOc1cc(CNC(=O)CCCn2c(=O)c3cccn3c3cccnc32)cc(OCC)c1OCC	-5	0	-3	1	7	-32	6	-25
O=C(Nc1cccc(Cl)c1)OCCOc1ccccc1	/	7	/	/	-11	/	12	-27
CN(C)CCNC(=O)C1CCN(S(=O)(=O)c2ccc3ccccc3c2)CC1	1	-5	6	-17	-6	-19	2	7
CCOC(=O)N1CCC(N2C(=O)c3ccccc3C2Nc2ccc3c(C)cc(=O)oc3c2)CC1 (stereo unspecified)	12	12	11	-4	15	8	18	6
Cn1nnnc1SCC(=O)NC1CCCC1	6	-6	10	6	-12	6	13	-6
NC(=O)c1cc2ccccc2o/c1=N/NC(=O)c1ccccc1	-3	-4	-38	-23	0	-22	9	-4
O=C(NCCc1ccccn1)c1cccc(S(=O)(=O)N2CCCCCC2)c1	10	-10	5	0	-13	0	15	3
CC(=O)c1ccc(N2CCN(CC(O)COCc3ccco3)CC2)cc1 (stereo unspecified)	-26	-7	6	1	0	-16	-4	6
COc1ccc2ccc(=O)oc2c1CC(O)C(C)(C)O (stereo unspecified)	11	1	-5	1	-5	18	-7	8
CC(C)(C)n1cnc(C(N)=O)c1N	-13	0	-2	-13	-6	-8	9	49
O=C(Nc1ccc(-c2nc3ccccc3o2)c(O)c1)c1cc(-n2cnnc2)ccc1Cl	22	16	-23	13	-11	-26	8	11
CCc1cc(=O)oc2cc(C)cc(OCC(=O)NCCc3c[nH]c4ccccc34)c12	12	18	2	8	4	19	13	0
O=C(c1ccncc1)N1CCN(S(=O)(=O)c2ccc(F)cc2)CC1	-12	-11	-9	9	5	8	4	27
OC[C@H](O)[C@H](O)[C@@H](O)[C@@H](O)[C@@H]1SC(c2ccccc2)=NN1c1ccccc1	4	-10	17	6	0	-13	-10	-3
O=C(CSc1ncccn1)N1CCN(C(c2ccccc2)c2ccccc2)CC1	11	-9	-6	7	4	5	6	4
O=C(O)c1ccc(NCc2cccc(Br)c2)cc1	5	-1	20	4	6	4	12	0
CN(C(=O)CSc1n[nH]c(-c2cccs2)n1)C1CCS(=O)(=O)C1 (stereo unspecified)	-1	-4	-30	-7	8	-3	-11	1

# Other entries:
molecule	UBC13 inh	EBI2 block	APJ antagonist	Jurkat NFkB inh	CXCR6 inh	697 NFkB inh	CCR6 antagonist	Gli-Sufu block
CCCCn1c(N)c(N(CCOC)C(=O)c2oc3ccc(Br)cc3c2C)c(=O)[nH]c1=O	/	-10	/	/	-2	/	5	-2
COC(=O)CNC(=O)COc1ccccc1	5	-10	8	2	-4	7	-41	0
CCOC(=O)CCNC(=O)N1CCCC(C(=O)c2cc(C)c(OC)c(C)c2)C1 (stereo unspecified)	8	-10	10	4	1	9	6	14
CCN1C(=O)[C@H]2[C@@H](c3ccc(Cl)cc3)N3C(=O)CN(CCOC)C(=O)[C@@]3(C)[C@H]2C1=O	1	0	-3	13	-1	7	3	-1
O=C(CSc1nnc(Nc2ccccc2F)s1)NC1CC1	-2	1	-1	-11	-10	-8	-2	3
COc1ccc(NC(=O)CC2C(=O)N(c3ccccc3)C(=O)N2CCc2cccs2)cc1 (stereo unspecified)	3	10	-14	-8	13	13	10	33
COC(=O)c1ccc2c(=O)n(CCCCCC(=O)O)c(=O)[nH]c2c1	16	-12	-10	-7	-3	13	2	-4
COc1nnc(-c2ccccc2)s1	8	-7	-4	-8	-7	3	8	-7
CCc1ccc2nc(N(CCCN(C)C)C(=O)c3ccc4c(c3)OCCO4)sc2c1	21	-1	7	0	-1	-6	23	12
N#C/C(=C\c1ccc(-c2cccc([N+](=O)[O-])c2)o1)c1nnc(N2CCOCC2)n1-c1ccccc1	-2	/	-13	6	/	17	/	/
C[C@H](NC(=O)OC(C)(C)C)c1nnc(SCC(N)=O)o1	-3	-3	4	13	-4	4	15	6
COc1ccccc1NC(=S)NNC(=O)c1ccccc1	3	0	18	-37	21	-57	6	-59
COCCN(C(=O)Cc1cccs1)C(C(=O)NCc1ccc(OC)cc1)c1ccc(OC)cc1 (stereo unspecified)	6	3	3	2	6	22	12	4
CC(OC(=O)CC1CCCCC1)C(=O)Nc1ccc(S(N)(=O)=O)cc1 (stereo unspecified)	4	1	1	5	-4	25	1	-2
Cc1ccc2nc(-c3ccccc3)c(CN3CCOCC3)n2c1	-6	1	-27	-15	7	-10	5	-2
COc1ccc(C)cc1NC(=O)CNC(=O)[C@@H]1Cc2ccccc2CN1	-4	0	-52	5	0	2	5	/
Cc1nc(C(=O)Nc2ccc(Cl)cc2)sc1C1(C)CC(c2ccccc2)=NO1 (stereo unspecified)	11	10	14	14	0	12	7	1
COc1ccc(S(=O)(=O)Nc2c(C)nc3nc(C)[nH]n3c2=O)cc1	-2	-4	21	-5	4	-9	15	8
Cc1ccc(S(=O)(=O)Nc2ccc(C(=O)N3CCOCC3)cc2)cc1	-1	5	22	4	-16	13	9	33
COc1ccc(S(=O)(=O)N2CCC(C(=O)N[C@@H](C)C(=O)NCc3ccncc3)CC2)cc1	-8	-5	2	2	0	3	10	-7
Cc1cnc(C(=O)OC(C)C(=O)Nc2ccc(Oc3ccccc3)cc2)cn1 (stereo unspecified)	3	-4	11	-11	-7	9	3	0
Cc1nn2c(NCC(C)C)c3c(nc2c1-c1ccccc1)CCC3	16	-35	-14	-8	25	-3	-1	13
COc1ccc(S(=O)(=O)N(C)c2ccc(C(=O)NCc3ccco3)cc2)cc1OC	0	11	0	25	-11	-2	6	6
COc1cc(NC(=O)c2cc(-c3ccco3)on2)cc(OC)c1OC	-1	-11	14	-16	-3	-3	4	32
Cc1ccccc1OCc1nnc(SCC(=O)Nc2ccc3nc(SCC(=O)NC(C)(C)C)sc3c2)n1C	-9	11	-30	0	-5	-19	-14	17
CCOC(=O)Cc1csc(N/N=C/c2ccc(Cl)cc2)n1	-9	1	-6	-6	0	-4	-8	-17
CN1C(=O)Cc2cc(S(=O)(=O)N3CCN(c4ccc(Cl)cc4)CC3)ccc21	1	3	24	5	0	2	14	-8
COc1ccc(C(=O)Nc2scc(-c3ccc(Cl)cc3Cl)c2C(N)=O)cc1	24	18	-2	-88	-3	-151	3	-73
O=C(O)CCc1ccc(S(=O)(=O)Nc2ccc(OCc3ccccc3)cc2)cc1	2	-3	13	10	7	-12	6	-30
O=C(COC(=O)/C=C/c1ccc(F)cc1)NC1CC1	-6	-9	-12	1	-8	-6	-3	-5

# Additional structures
# Letter code: A = UBC13 inh; B = EBI2 block; C = APJ antagonist; D = Jurkat NFkB inh; E = CXCR6 inh; F = 697 NFkB inh; G = CCR6 antagonist; H = Gli-Sufu block
O=C(Nc1ccc(N2CCOCC2)cc1)c1ccncc1
  A: 4	B: -8	C: 6	D: -9	E: -4	F: -28	G: -6	H: 21
CN(Cc1ccc(F)cc1)S(=O)(=O)c1nnc(NC(=O)c2ccccc2)s1
  A: -2	B: -6	C: -2	D: 10	E: -16	F: -12	G: 7	H: -15
COc1ccc(NC(=S)N2CCN(c3ncccn3)CC2)c(OC)c1
  A: -10	B: -1	C: -13	D: -28	E: -9	F: -25	G: -1	H: -3
O=C(COC(=O)c1c2c(nc3ccccc13)CCCC2)Nc1ccc2c(c1)OCO2
  A: -12	B: -6	C: 11	D: -2	E: 13	F: -26	G: -7	H: 2
CC(=O)c1ccc2noc(-c3ccc(F)cc3)c2c1
  A: 4	B: -7	C: -34	D: -21	E: -9	F: 1	G: -3	H: -13
Cc1csc(NC(=O)C2CCCCC2)n1
  A: 5	B: 7	C: 5	D: -12	E: 5	F: 0	G: 8	H: -30
O=C(NCCN1CCCCC1)Nc1ccc([N+](=O)[O-])cc1
  A: 7	B: -1	C: -8	D: -5	E: 1	F: 2	G: 7	H: -9
O=C(O)CSc1ccc2nnc(-c3cccnc3)n2n1
  A: 4	B: -6	C: 6	D: 3	E: -1	F: 17	G: 2	H: -2

# Compound activity deposited in PubChem by Sanford-Burnham Center for Chemical Genomics.

# Outcome played no part in choosing rows; about 3% have a hit in one of these screens.
